MCF10A rerep: inducers of DNA re-replication in MCF 10A breast cells; MCF 10A DNA re-replication, Hoechst nuclear intensity, 48 h; Potency, µM (doses to about 46.1 µM), inactives show at the highest dose activity, positive = re-replication, actives largely listed as activators; actives 2.9% (n = 350,000); note: potency is the fitted concentration of half-maximal effect; % of control where 0% means no effect; nearly all actives have a fitted effect of over 50% in size
ATXN2 expr inh: reduces ATXN2 reporter expression in HEK-293 cells; Potency, µM (highest dose often 57 µM), for the others: at the highest dose activity change, negative = inhibition, actives largely listed as inhibitors; actives 0.72% (n = 360,000); HEK-293 ATXN2-luciferase reporter, luminescence, 24 h; note: potency is the fitted concentration of half-maximal effect; % is set by controls: 0 for no effect and ±100 for the full control effect; nearly all actives have a fitted effect of over 55% in size
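ATXN2-luciferase reporter cells (luciferase flanked by upstream and downstream ATXN2 gene portions) were treated 24 h at 37 °C with compounds at up to 57 uM. SteadyGlo luminescence gave expression; GF-AFC fluorescence gave viability.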
TGFb SMAD3 inh: blocks TGF-b signaling; Potency, µM (highest dose often 46.1 µM), without a hit: at the top dose activity, negative = inhibition, most hits filed as inhibitors; AID 588855; HepG2 CAGA-GFP TGF-b/SMAD3 reporter, GFP fluorescence, 18 h; TGF-beta stimulated, 500 pg/mL final; actives 1.2% (n = 410,000); note: potency is the fitted concentration of half-maximal effect; % is set by controls: 0 for no effect and ±100 for the full control effect; nearly all actives have a fitted effect of over 65% in size
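HEPG2 CAGA-GFP cells (1000/well, DMEM with 1% FBS) were pre-incubated 2 h at 37 degrees C, given compound by pin tool, then stimulated with TGF-beta at 500 pg/mL final for 18 h before per-cell GFP fluorescence imaging.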
Nrf2 activator: Nrf2 pathway activation. AREc32 ARE-luciferase reporter (MCF7-derived line), luminescence, 24 h. Potency, µM (top dose mostly 46.1 µM), without a hit: at the highest dose activation, hits mostly activators. actives 0.31% (n = 410,000); note: potency is the fitted concentration of half-maximal effect; % of control where 0% means no effect; nearly all actives have a fitted effect of over 65% in size
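Luminescent ARE reporter assay in AREc32_Fluc cells: overnight plating at 37 deg C, 24 hr compound incubation, Steady-Glo added, 30 min RT before reading.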
A549 viability: kills or reduces viability of A549 cells in Nrf2 counter-screen; A549 ARE-Fluc cells, CellTiter-Fluor viability, 18-24 h; actives 0.16% (n = 390,000); Potency, µM (titrated, usually from 46 µM), for the others: at the highest dose activity change, negative = cytotoxicity, usual class: inhibitors; note: potency is the fitted concentration of half-maximal effect; % is set by controls: 0 for no effect and ±100 for the full control effect
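A549 ARE_Fluc cells in 5% FBS OPTI-MEM were exposed to compounds in concentration-response for 18-24 h at 37 deg C. Viability was read by CellTiter-Fluor fluorescence (Ex 405/Em 525) after 30 min, before the luciferase read.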
HepG2 viability: counter-screen for TGF-b inhibitors: cytotoxicity in HepG2 cells. HepG2 CAGA-GFP viability, ATP luminescence, 18 h. Potency, µM (top dose mostly 46.1 µM), for the others: at the highest dose activity change, negative = cytotoxicity, actives largely listed as cytotoxic. actives 0.76% (n = 410,000). AID 588856; note: potency is the fitted concentration of half-maximal effect; some results filed as inactive show a strong effect at the top dose
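CellTiter-Glo luminescence gave cytotoxicity after 18 hours at 37 degrees C. The cells were HepG2 CAGA-GFP in 1% FBS DMEM, stimulated with 500 pg/mL TGF-beta after compound addition. %Activity was normalised to no-cell wells (complete cell-killing) and DMSO (no toxicity), and curves were fitted and classified.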
Nrf2 block: Nrf2 pathway inhibition | actives 2.1% (n = 360,000) | Potency, µM (series often up to 46 µM), for the others: at the highest dose activity change, negative = inhibition, most hits filed as inhibitors | A549 ARE-Fluc reporter, luciferase luminescence, 18-24 h | AID 504444; note: potency is the fitted concentration of half-maximal effect; % is set by controls: 0 for no effect and ±100 for the full control effect; nearly all actives have a fitted effect of over 60% in size
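Quantitative HTS in A549 cells stably bearing an antioxidant response element-firefly luciferase construct. Inhibition of Nrf2-driven transcription was scored by luminescence after 18-24 h of compound exposure at 37 °C.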
IL1B secr inh: inhibitors of inflammasome signaling (IL-1 beta secretion); actives 4.7% (n = 360,000); THP-1 LPS/ATP IL-1B secretion, AlphaLISA, 16 h; hits give low values; AID 743279; activity change, % at 57.5 µM; in the data active = activity change below about -50%; inconclusive = mostly about -30% to -49%; note: % is set by controls: 0 for no effect and ±100 for the full control effect
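THP-1 cells pretreated 1 hr with compounds (up to 57.5 uM final), then stimulated with LPS (250 ng/mL final) plus ATP (1.25 mM final); secreted IL-1B measured by AlphaLISA after 16 hr, decreased signal indicating inhibition.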
S2 tox: viability counter-screen for ATXN expression inhibitors; Potency, µM (highest dose often 56.7 µM), hits mostly cytotoxic; actives 0.49% (n = 400,000); AID 651635; S2 cells (HEK-293 line with an ATXN2-luciferase reporter) viability, CellTiter-Fluor protease fluorescence, 24 h; note: potency is the fitted concentration of half-maximal effect; nearly all actives have a fitted effect of over 40% in size
Starred values were filed as active, the others as inactive; i = inactive; ? = inconclusive; nt = not tested or not shown; [ ] = another dose, or the depositor's remark. Unless noted, calls come from the whole dose curve; as a rule, active = well fitted curve in the direction sought with a large enough effect; inconclusive = small, poorly fitted or top-dose-only effect, or another doubt; inactive = no such curve, though single readings can be large; an effect the other way counts as inactive or inconclusive.

mol,MCF10A rerep,HepG2 viability,TGFb SMAD3 inh,S2 tox,Nrf2 block,A549 viability,IL1B secr inh,Nrf2 activator,ATXN2 expr inh
CN(C)CCCCCN(C)Cc1cc2ccccc2o1,6.0%,-28.7%,5.1%,i,-8.0%,-10.8%,?,-0.5%,-9.7%
COc1ccc(C(=O)NCc2nnc(SCC(=O)Nc3cccc(F)c3)o2)cc1,15.5%,9.7%,-2.1%,i,?,4.1%,37.8,-0.5%,-1.9%[11.3 µM]
CCCCCC(=O)Nc1cccc(C2=NOC3(C2)C[C@@H](C(N)=O)N(C(=O)Cc2ccc([N+](=O)[O-])cc2)C3)c1 (stereo partly specified),9.5%,-10.5%,?,i,-16.0%,-0.7%,-28.8,0.4%,-9.1%
Cc1cc(C(=O)CS(=O)(=O)c2ccc(Cl)cc2)cc(C)c1O,2.7%,-18.8%,-5.7%,i,-13.1%,-3.0%,11.7,0.2%,nt
Cc1nc(-c2ccc(S(=O)(=O)Nc3cc(Cl)ccc3C)cc2)co1,nt,-13.6%,-11.2%,i,nt,-8.0%,nt,-0.1%,-20.8%
Cc1ccccc1C(=O)OC(C)CN1CCN(C)CC1 (stereo unspecified),?,-1.5%,21.3%,nt,-3.5%,-0.3%,3.0,-0.6%,-18.3%
COC(=O)c1ccccc1NC(=O)CSc1nnnn1C,0.2%,-2.1%,-10.7%,i,11.6%,3.0%,11.9,0.1%,-3.4%
CCOC(=O)c1ccc2cccc(C)n2c1=O,-1.2%,5.1%,17.2%,i,-15.0%,-15.6%,?,3.7%,16.6%
Cc1ccc(SCC(=O)NCc2ccco2)cc1,-0.2%,3.9%,-2.2%,i,?,0.8%,6.2,-0.1%,19.3%
CCc1cccc(CC)c1NC(=O)C1CSC2(C)CCC(=O)N12 (stereo unspecified),-3.4%,2.9%,-16.8%,?,-16.3%,-9.4%,-24.8,0.4%,-10.1%
Cc1ccc(S(=O)(=O)N2CCN(c3nc4ccccc4nc3-n3nc(C)cc3C)CC2)cc1,6.7%,-1.3%,-16.5%,i,nt,-16.9%,-3.5,2.0%,-4.3%
COc1ccccc1OCc1nc(C#N)c(NCCCn2ccnc2)o1,0.5%,-12.8%,-5.8%,i,?,1.7%,-2.1,1.9%,-2.6%[11.3 µM]
COc1cccc(CNC(=O)Cn2c(SCC(=O)Nc3ccc(F)cc3)nc3ccccc32)c1,nt,-64.4%,?,?,nt,1.3%,nt,-0.7%,?
CCCCCCNc1c(C(=O)OCC)c(=O)[nH]c2ccccc12,19.6%,-8.5%,-23.4%,i,?,-18.2%,-2.0,1.8%,-5.1%
CC(NC(=O)COC(=O)/C(=C/c1cccs1)c1cccs1)c1ccccc1 (stereo unspecified),16.0%,-25.9%,?,?,-10.3%,16.7%,-16.8,7.0%,nt
O=C(NNC(=O)c1cccs1)c1ccc(F)cc1,-4.5%,-3.0%,12.3%,i,?,-7.1%,-1.9,2.6%,26.8%
CC1(C(=O)NS(=O)(=O)c2ccccc2Cl)CCN1C(=O)C1CCCCC1 (stereo unspecified),nt,2.5%,-10.8%,i,nt,nt,12.8,-0.9%,3.9%
Cc1ccc(C(=O)NC(Cc2cccc(C(F)(F)F)c2)C(=O)O)cc1 (stereo unspecified),10.2%,-21.3%,-19.3%,i,-7.9%,0.3%,35.4,-0.7%,8.9%
CCOc1ccc(Nc2nc(Nc3ccc(O)cc3)nc(C)c2[N+](=O)[O-])cc1,1.5%,-3.1%,-17.9%,i,-13.6%,-1.5%,25.7,4.4%,-9.0%
O=C(Cc1c[nH]c2ccccc12)N[C@@H](Cc1c[nH]c2ccccc12)C(=O)O,-0.2%,-0.2%,0.0%,i,-1.5%,0.6%,13.1,0.0%,5.3%
CC(=O)N1CCN(C(=O)c2cc(S(=O)(=O)N3CCCCC3)ccc2Cl)CC1,4.2%,4.9%,-1.3%,?,-10.5%,0.6%,17.8,-0.2%,2.4%
CCCCN(C)C(=O)c1sc(=O)n(Cc2ccccc2F)c1C,nt,17.0%,2.8%,i,nt,nt,13.2,-0.1%,0.2%
CCC(CC)c1nnc(NC(=O)CCc2ccccc2)s1,0.8%,-17.5%,-4.4%,i,-2.3%,6.0%,2.3,2.1%,5.0%
CCCCNC(=O)CSc1nc(N)c(C(=O)Nc2ccc(OC)cc2)s1,2.7%,-51.7%,4.9%,i,29.3%,-0.9%,8.4,2.4%,10.2%
Cc1cc(Cl)ccc1OCC(=O)Nc1cccnc1,1.4%,3.0%,-6.7%,i,8.1%,1.5%,?,0.0%,63.2%[activator]
CCCc1nc2oc3ccccc3c(=O)c2c(=O)n1-c1ccc(C)cc1,?,-52.3%,-21.1%,i,?,-0.2%,81.5,11.2µM*,114.6%[activator]
COc1cc(CNc2ncn[nH]2)cc(Br)c1OC,0.4%,-0.3%,-16.1%,i,1.8%,-1.3%,7.2,-0.6%,6.1%
O=C(c1ccc(N2CCCC2=O)cc1)N1CCN(c2ccccc2F)CC1,0.3%,12.1%,9.0%,i,-11.7%,-6.8%,-1.2,0.2%,-4.5%
Cc1cccc(/C=C2\CCC(C3CCCC3)C2=O)c1 (stereo unspecified),12.5%,-25.8%,-4.9%,i,?,2.0%,13.4,2.3%,10.0%
CCCN1C(=O)C2(c3ccccc31)c1c(oc3ccccc3c1=O)C(=O)N2CCCOC(C)C (stereo unspecified),nt,-7.6%,-14.1%,i,-17.7%,-1.0%,nt,3.0%,-1.6%
COc1ccccc1-c1nc(N)n[nH]1,-3.4%,5.4%,1.9%,i,-0.3%,-4.2%,32.1,-0.6%,-18.4%
CCS(=O)(=O)c1cccc(C(=O)N2CCN(c3nc4c(C)ccc(Cl)c4s3)CC2)c1,nt,-41.9%,?,nt,11.6µM*,-17.9%,nt,-1.5%,nt
CCn1cc(C(=O)NCc2ccco2)c2cc(OC)c(OC)cc2c1=O,0.0%,9.7%,-1.6%,i,?,-3.1%,0.4,7.4%,4.0%
COC(=O)C1=C(C)NC(C)=C(C(=O)OCC2CCCO2)C1c1cccc(Cl)c1 (stereo unspecified),13.8%,3.8%,13.8%,?,-8.8%,-1.9%,0.0,-0.3%,-3.6%
COCCCN(Cc1ccco1)C(=O)c1cc2c(s1)-c1ccc(Cl)cc1S(=O)(=O)C2,0.5%,-0.9%,-1.9%,i,?,5.8%,17.8,3.5%,8.8%
COc1ccc(C(=O)N/C(=C\c2ccccc2)C(=O)Nc2ccccc2C(=O)O)cc1,-2.1%,8.1%,2.5%,i,3.0%,-1.0%,-1.0,-1.8%,21.9%
CCOC(=O)C1(C)CCCCCN1C(=O)c1ccc(C(=O)OC)cc1 (stereo unspecified),nt,4.6%,10.2%,i,nt,nt,21.5,-0.5%,-16.4%
Cn1nc(C(F)(F)F)c(C#N)c1N1CCN(c2ccccn2)CC1,-2.0%,-6.3%,-1.2%,i,-15.2%,1.4%,18.2,0.1%,-13.9%[11.3 µM]
COc1ccc(CC2(CO)CCN(Cc3cccnc3)CC2)cc1,12.1%,2.0%,-0.3%,i,0.2%,-5.5%,20.9,-0.2%,1.1%
CNC(=S)N1CCN(c2c(F)cc3c(=O)c(C(=O)O)cn(C4CC4)c3c2OC)CC1C (stereo unspecified),0.1%,8.1%,7.5%,i,-8.1%,-3.5%,-13.0,2.3%,-2.8%
COc1cccc(/C=N/NC(=O)CSc2cccc3cccnc23)c1,6.5%,-155.3%,?,?,?,-5.4%,57.9,?,?
CC(C)CCn1c(=O)c2ccccc2n2c(CCC(=O)NC3CCN(Cc4ccccc4)CC3)nnc12,-3.4%,-1.4%,-8.4%,i,1.8%,-4.4%,-8.6,-0.4%,2.9%
COc1ccc2oc(=Nc3cc(F)ccc3F)c(C(N)=O)cc2c1,?,-7.5%,8.91µM*,i,8.0%,-13.0%,-3.8,-0.5%,-29.8%
Cc1ccccc1-c1csc(C(O)c2ccc(F)cc2)n1 (stereo unspecified),nt,-22.6%,0.9%,i,nt,nt,17.1,5.3%,3.9%
Cc1nn(-c2ccccc2)c(C)c1C(=O)Nc1ccc(N2CCOCC2)cc1,16.4%,-18.3%,-2.3%,i,?,-4.1%,5.1,-1.0%,nt

Reformatted with two lines to a compound: 2 of the compounds above.
Under each structure – MCF10A rerep | HepG2 viability | TGFb SMAD3 inh | S2 tox | Nrf2 block | A549 viability | IL1B secr inh | Nrf2 activator | ATXN2 expr inh
> Cc1cccc(/C=C2\CCC(C3CCCC3)C2=O)c1 (stereo unspecified)
    12.5% | -25.8% | -4.9% | i | ? | 2.0% | 13.4 | 2.3% | 10.0%
> CCCN1C(=O)C2(c3ccccc31)c1c(oc3ccccc3c1=O)C(=O)N2CCCOC(C)C (stereo unspecified)
    nt | -7.6% | -14.1% | i | -17.7% | -1.0% | nt | 3.0% | -1.6%

Sorted by the number under Nrf2 block (descending): three from the list above
| smiles | TGFb SMAD3 inh | Nrf2 block | IL1B secr inh | Nrf2 activator |
| --- | --- | --- | --- | --- |
| COC(=O)c1ccccc1NC(=O)CSc1nnnn1C | -10.7% | 11.6% | 11.9 | 0.1% |
| CC(=O)N1CCN(C(=O)c2cc(S(=O)(=O)N3CCCCC3)ccc2Cl)CC1 | -1.3% | -10.5% | 17.8 | -0.2% |
| CCCN1C(=O)C2(c3ccccc31)c1c(oc3ccccc3c1=O)C(=O)N2CCCOC(C)C (stereo unspecified) | -14.1% | -17.7% | nt | 3.0% |
